# BLM inh = qHTS Assay for Inhibitors of Bloom's syndrome helicase (BLM). RecQ-like DNA helicase BLM (Homo sapiens), P54132. 350,000 compounds, 0.2% hits. AID 2528, 2010. recombinant BLM DNA unwinding, fluorescence dequenching. Potency, µM (titrated, usually from 56.1 µM), for the others: at the highest dose activity change, negative = inhibition, most hits filed as inhibitors;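 note: plate controls were vehicle for no effect and no enzyme for full effect; nearly all actives have a fitted effect of over 35% in size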
# APEX1 inh = qHTS Assay for Inhibitors of the Human Apurinic/apyrimidinic Endonuclease 1 (APE1); DNA repair nuclease/redox regulator APEX1 (Homo sapiens), P27695; recombinant APE1, TAMRA/BHQ-2 abasic DNA cleavage fluorescence; 350,000 compounds, 0.35% hits; Potency, µM (titrated, usually from 65.8 µM), for the others: top-dose activity change, negative = inhibition, usual class: inhibitors;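 note: plate controls were vehicle for no effect and reference inhibitor for full effect; nearly all actives have a fitted effect of over 55% in size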
#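 Endonuclease cleavage of a quenched abasic-site DNA duplex (50 nM) by APE1 (0.75 nM) was tracked by TAMRA dequenching. Compounds were preincubated with enzyme 15 min at room temperature; data normalized to buffer-only and DMSO wells plus NSC13755 control.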
# BAZ2B inh = qHTS Assay for Inhibitors of BAZ2B; AlphaScreen BAZ2B-H3K14Ac peptide displacement; Potency, µM (doses to about 114 µM), for inactives: at the top dose activity change, negative = inhibition, usual class: inhibitors; 360,000 compounds, 4.4% hits; AID 504333, 2011; note: % is set by controls: 0 for no effect and ±100 for the full control effect; nearly all actives have a fitted effect of over 60% in size
#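 Protein-peptide AlphaScreen: BAZ2B 50 nM, b-H3K14Ac 50 nM, 1x PBS pH 7.4 + 0.01% Tween-20. Preincubation 30 min RT; cpd 30 min RT (top 110 uM); beads 20 min RT, light-protected.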
# POLB inh = qHTS Assay for Inhibitors of DNA Polymerase Beta; P06746; Pol beta primer extension/strand displacement, fluorescence kinetic; Potency, µM (titrated, usually from 114 µM), for the others: at the highest dose activity change, negative = inhibition, hits mostly inhibitors; 340,000 compounds, 1.3% hits; AID 485314, 2010; note: % is set by controls: 0 for no effect and ±100 for the full control effect
#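 Pol beta (10 nM) was preincubated with compound for 15 min at room temperature. The reaction was then started with 50 nM substrate and read immediately and after a further 10 min at room temperature.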
# Pol kappa inh = qHTS for Inhibitors of Polymerase Kappa | DNA polymerase kappa (Homo sapiens), Q9UBT6 | AID 588579, 2011 | 400,000 compounds, 0.53% hits | Potency, µM (top dose mostly 107 µM), inactives show at the highest dose activity, negative = inhibition, most hits filed as inhibitors | purified Pol kappa, fluorescent DNA synthesis assay, 10 min; note: % is set by controls: 0 for no effect and ±100 for the full control effect
#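 First, compounds were pin-transferred onto 10 nM Pol kappa. After 15 min at room temperature, substrate was added to 50 nM final. Fluorescence was then measured kinetically at 0 and 10 min.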
# Pol eta inh = qHTS for Inhibitors of Polymerase Eta | recombinant Pol eta, fluorescent DNA replication assay | Potency, µM (titrated, usually from 114 µM), for inactives: top-dose activity change, negative = inhibition, most hits filed as inhibitors | 390,000 compounds, 1.2% hits | DNA polymerase eta (Homo sapiens), Q9Y253; note: % is set by controls: 0 for no effect and ±100 for the full control effect
#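 Fluorescent replication assay: 50 nM final substrate added after a 15 min room-temperature compound preincubation with 10 nM enzyme. Signal taken at 0 min and again at 10 min.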
# JMJD2A Tudor inh = qHTS Assay for Inhibitors of JMJD2A-Tudor Domain. Lysine-specific demethylase 4A (Homo sapiens), O75164. AlphaScreen JMJD2A-Tudor / H3K4me3 peptide binding. Potency, µM (titrated, usually from 114 µM), inactives show at the top dose activity change, negative = inhibition, actives largely listed as inhibitors. 390,000 compounds, 4.4% hits; note: % is set by controls: 0 for no effect and ±100 for the full control effect; nearly all actives have a fitted effect of over 50% in size
# Target sequence (O75164 whole entry, looked up, the tested form may be a part): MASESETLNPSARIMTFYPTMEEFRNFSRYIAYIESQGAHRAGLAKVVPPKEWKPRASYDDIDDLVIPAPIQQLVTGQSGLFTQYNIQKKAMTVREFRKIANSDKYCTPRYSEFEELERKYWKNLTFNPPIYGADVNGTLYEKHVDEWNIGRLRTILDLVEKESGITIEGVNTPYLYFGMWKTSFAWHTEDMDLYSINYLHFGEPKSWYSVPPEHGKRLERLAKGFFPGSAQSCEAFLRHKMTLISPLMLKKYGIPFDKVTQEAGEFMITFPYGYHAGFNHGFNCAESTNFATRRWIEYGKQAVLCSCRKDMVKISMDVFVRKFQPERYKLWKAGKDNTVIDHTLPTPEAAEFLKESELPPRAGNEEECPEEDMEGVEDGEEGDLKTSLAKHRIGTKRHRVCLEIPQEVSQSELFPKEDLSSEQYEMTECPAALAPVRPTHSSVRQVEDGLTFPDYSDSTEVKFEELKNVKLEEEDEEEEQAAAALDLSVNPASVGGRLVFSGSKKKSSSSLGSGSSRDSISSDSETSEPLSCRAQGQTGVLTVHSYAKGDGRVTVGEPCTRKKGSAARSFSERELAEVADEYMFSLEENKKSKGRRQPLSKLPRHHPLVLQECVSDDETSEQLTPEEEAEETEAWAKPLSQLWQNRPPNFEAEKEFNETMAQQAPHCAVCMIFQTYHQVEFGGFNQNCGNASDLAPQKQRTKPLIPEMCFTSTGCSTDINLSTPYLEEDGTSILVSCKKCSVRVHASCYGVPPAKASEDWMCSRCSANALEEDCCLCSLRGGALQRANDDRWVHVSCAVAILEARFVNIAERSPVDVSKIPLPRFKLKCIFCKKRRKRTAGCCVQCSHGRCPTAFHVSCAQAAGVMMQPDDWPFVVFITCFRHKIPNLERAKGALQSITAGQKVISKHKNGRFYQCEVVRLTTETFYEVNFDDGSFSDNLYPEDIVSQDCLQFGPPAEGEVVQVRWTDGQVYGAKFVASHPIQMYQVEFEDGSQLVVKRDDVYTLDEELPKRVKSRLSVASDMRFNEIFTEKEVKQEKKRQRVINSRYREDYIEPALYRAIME
# G9a inh = qHTS Assay for Inhibitors of Histone Lysine Methyltransferase G9a; AID 504332, 2011; 350,000 compounds, 8.8% hits; Potency, µM (doses to about 102 µM), without a hit: top-dose activity, negative = inhibition, most hits filed as inhibitors; G9a H3K9 monomethylation, AlphaScreen, 2 h; Histone-lysine N-methyltransferase EHMT2 (Homo sapiens), Q96KQ7; note: % is set by controls: 0 for no effect and ±100 for the full control effect; nearly all actives have a fitted effect of over 75% in size
#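 Quantitative HTS format: methyltransferase activity on a biotin-tagged H3K9 peptide is measured by AlphaScreen, using a rabbit anti-monomethyl-H3K9 antibody with streptavidin donor and anti-IgG acceptor beads. Final levels are 20 nM enzyme, 500 nM peptide, 20 uM SAM; 2 h RT.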
# POLI inh = qHTS for Inhibitors of Polymerase Iota; Pol iota fluorescent replication assay, 10 min; Potency, µM (series often up to 115 µM), for the others: at the highest dose activity, negative = inhibition, hits mostly inhibitors; 390,000 compounds, 1% hits
#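 Pol iota at 10 nM preincubated 15 min with compounds at room temperature; reaction started with fluorescent substrate, 50 nM final. Fluorescence read kinetically at 0 and 10 min; buffer-only wells as negative control.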
# * marks the source's active call; other numbers are inactive results; ? = inconclusive; / = not tested or not shown; [ ] = another dose, or the depositor's remark. Calls come from the whole dose curve; as a rule, active = well fitted curve in the direction sought with a large enough effect; inconclusive = small, poorly fitted or top-dose-only effect, or another doubt; inactive = no such curve, though single readings can be large; an effect the other way counts as inactive or inconclusive. Potency is the fitted concentration of half-maximal effect. A portion of the library. The share of hits here may be higher or lower than overall.
No.	smiles	BLM inh	APEX1 inh	BAZ2B inh	POLB inh	Pol kappa inh	Pol eta inh	JMJD2A Tudor inh	G9a inh	POLI inh
1	Cc1ccc(C(=O)O)cc1NC(=S)NC(=O)Cc1ccccc1	-1%	1%	3%	37%	-14%	10%	4%	-7%	1%
2	c1cncc(CSc2nnc3ccc(-c4ccco4)nn23)c1	-9%	-7%	-27%	2%	4%	-12%	-15%	-26%	2%
3	Cc1ccc(OC(=O)c2ccc3snnc3c2)cc1	0%	-1%	17%	-1%	-3%	4%	57%[activator]	4%[59 µM]	?
4	CC1Cc2ccccc2N1C(=O)CSc1nnc(-c2ccc(S(=O)(=O)N3CCCC3)cc2)o1 (stereo not given)	-1%	4%	8%	24%	-3%	-17%	-7%	19%	23%
5	COc1ccc(C(=O)N2CCC3(CCN(C(=O)Nc4cccc(C#N)c4)CC3)CC2)cc1	-4%	0%	/	/	9%[60.1 µM]	/	/	6%[12.7 µM]	/
6	COc1cccc(NC(=O)c2ccccc2-c2ccccc2C(=O)O)c1	4%	4%	5%	14%	2%	-12%	-1%	-12%[0.501 µM]	-20%
7	CCOC(=O)c1ccc(NS(=O)(=O)c2cc(-c3nnnn3CC)ccc2OC)cc1	3%	0%	0%	-2%	-5%	-14%	-5%	3%[59 µM]	11%
8	Cc1cccc(N(C)S(=O)(=O)c2csc(C(N)=O)c2)c1	1%	-14%	9%	8%	0%	-19%	-4%	-5%	155%[activator]
9	COCCNCC(=O)Nc1nc(C)cs1	-22%	-7%	32µM*	-15%	-4%	-2%	?	8.9µM*	96%[activator]
10	COc1ccc(C2C(C(=O)NCc3ccco3)CCC(=O)N2c2ccc(OC)cc2)cc1 (stereo not given)	-1%	-8%	-26%	19%	-10%	7%	-13%	-7%[59 µM]	0%
11	CCn1c(-c2cc(-c3ccc(C)cc3)nc3ccccc23)n[nH]c1=S	-7%	-5%	?	-9%	9%	-25%	-33%	8.9µM*	6%
12	COc1ccc(O)c(C=Nc2cc(C)on2)c1	-1%	3%	6%	10%	-6%	-2%	-13%	4%[59 µM]	-17%
13	COc1ccc2oc(=O)c(C(=O)NCc3ccc(F)cc3)cc2c1	-3%	14%	3%	?	-10%	-18%	-7%	15%	135%[activator]
14	Cc1oc2ccc(OCc3ccc(F)cc3Cl)cc2c1C(=O)O	-4%	3%	-12%	6%	-8%	-4%	-5%	-3%	-2%
15	O=[N+]([O-])c1cc(Br)ccc1NS(=O)(=O)c1ccccc1	/	/	/	/	2%	-19%	-23%	/	23%
16	CCOC(=O)C(Cc1c(F)cccc1Cl)c1ccnc2nc(N)nn12 (stereo not given)	-4%	4%	-13%	39%[activator]	-14%	-10%	-4%	1%	11%
17	COc1cccc(/C=N/NC(=O)C(=O)NCc2ccco2)c1OC	5%	5%	3%	0%	-1%	-8%	-12%	15%[59 µM]	1%
18	C=CCn1c(SCC(=O)Nc2cc(C)ccc2C)nnc1-c1cnccn1	2%	-2%	8%	14%	-11%	-9%	-27%	3%[59 µM]	9%
19	Cc1c(NC(=O)c2cc(-c3ccc(F)cc3)nc3ccccc23)c(=O)n(-c2ccccc2)n1C	/	-3%	/	/	2%	-24%	-24%	/	54%[activator]
20	CCCC1Cc2c(sc3ncnc(N)c23)CO1 (stereo not given)	-6%	-1%	5%	-1%	-3%	?	-6%	45µM*	36%[activator]
21	Cc1cccc(C(=O)NC(=O)Nc2ccc(-c3cc(C(F)(F)F)nn3-c3ccccc3)cc2)c1	1%	/	-12%	-10%	-11%[60.1 µM]	3%	-11%	1%[59 µM]	23%
22	COc1ccc(C(=O)NCCn2ccc3ccccc32)c(OC)c1	-4%	8%	-32%	26%	-10%	-17%	-20%	?	32%[activator]
23	COc1ccccc1C(=O)Nc1cccc(C(=O)OCc2cc(=O)n3c4c(sc3n2)CCCC4)c1	-9%	/	-7%	-1%	-2%[60.1 µM]	-3%	-14%	5%[59 µM]	8%
24	Cc1nc(C)c(-c2csc(NCc3ccccc3)n2)s1	-4%	2%	50µM*	8%	-2%	-4%	?	50µM*	?
25	O=C(Nc1ccccc1C(=O)N1CCN(Cc2ccccc2)CC1)c1ccc(F)cc1	-2%	-8%	-6%	81%	-23%	-3%	-22%	-9%[12.7 µM]	16%
26	CC(=O)c1ccc(NC(=O)CCOc2cc(C)ccc2C)cc1	-9%	30%	5%	3%	1%	-13%	-4%	-3%	9%
27	Cc1cc(OCC(=O)N2CCOCC2)ccc1NC(=O)C1CCCCC1	2%	-1%	1%	18%	-15%	-5%	1%	-2%	29%
28	N/C(=N\OC(=O)COc1ccc([N+](=O)[O-])cc1)c1cccnc1	-1%	-2%	-4%	-6%	-5%	0%	-10%	-8%	71%[activator]
29	CCc1c(C)nc2cc(-c3ccc(OC)cc3)[nH]n2c1=O	0%	-3%	3%	21%	-8%	-17%	4%	6%	2%
30	COc1ccc(CC(=O)Nc2ccc(C(N)=O)cc2)cc1	-3%	5%	-9%	-13%	-7%	-15%	-14%	28%[12.7 µM]	?
31	Cc1ccccc1N=C1c2ccccc2C(=O)C1[N+](=O)[O-] (stereo not given)	0%	-1%	-22%	7%	-1%	-1%	-8%	4%	43%
32	O=C(NCC(c1ccco1)N1CCCCC1)c1ccc(OCc2ccccc2)cc1 (stereo not given)	-3%	8%	-2%	-10%	0%	-14%	-9%	-48%	66%[activator]
33	CCn1ncc(N2CCOCC2)c(Cl)c1=O	-2%	21%	3%	24%	-2%	-1%	-5%	-8%	-14%
34	COc1cc(N=Cc2c(CO)cnc(C)c2O)cc(OC)c1OC	-5%	58%[activator]	-27%	30%	-9%	-12%	?	-8%	-5%
35	COc1ccc(/C=N/NC(=O)/C(=C/c2ccccc2)CCO)cc1	-12%	1%	-1%	33%	-9%	0%	79µM*	37%[59 µM]	82%[activator]
36	Cc1cc(N)nc2nc(C(F)(F)F)nn12	2%	-3%	-1%	25%	-1%	-5%	-15%	-38%	43%[activator]
37	CN1CCN(CCCCC(=O)c2ccccc2)CC1	2%	-3%	?	-15%	-2%	-10%	-33%	?	?
38	O=C(Nc1nnc(CCc2ccccc2)s1)c1ccco1	-1%	1%	-3%	-18%	-8%	-11%	-18%	-24%[12.7 µM]	8%
39	Cc1ccc(-n2ncc(C(=O)N3CCN(c4ccccn4)CC3)c2C2CCN(C(=O)OC(C)(C)C)CC2)cc1C	-1%	/	8%[57.1 µM]	1%	0%	12%	-11%	0%[59 µM]	?
40	CC(C)(C)c1ccc(C(=O)NC(=O)COC(=O)c2ccc(Br)o2)cc1	/	-24%	/	/	-14%	5%	-15%	/	16%
41	CCCCN(C1CCS(=O)(=O)C1)S(=O)(=O)c1ccc(OC)c(OC)c1 (stereo not given)	/	2%	13%	/	1%	-17%	6%	9%[0.501 µM]	24%
42	CCOc1ccc(N2C(=O)CC(N3CCN(c4ccc(F)cc4)CC3)C2=O)cc1 (stereo not given)	1%	56%[activator]	-21%	14%	-11%	-20%	-14%	45µM*	7%
43	COc1ccc(N(CC(O)CN2C(=O)NC(C)(C)C2=O)S(=O)(=O)c2ccccc2)cc1 (stereo not given)	-3%	1%	-3%	4%	10%	-14%	-3%	2%[59 µM]	3%
44	Cc1ccc(NC(=O)c2cc(S(=O)(=O)N3CCCc4ccccc43)ccc2F)cc1F	-8%	/	3%	0%	-4%[60.1 µM]	-7%	6%	0%[59 µM]	-4%
45	CCCCc1ccc(NC(=O)COc2ccc(C(=O)Nc3ccccc3OCC)cc2)cc1	2%	3%	2%	15%	-14%	-2%	-14%	20%[59 µM]	6%
46	Cc1ccccc1OC1C(=O)N(CC2CCCO2)C1c1ccc2c(c1)OCO2 (stereo not given)	-19%	2%	?	-2%	-8%	-12%	-11%	/	-2%
47	Oc1ccc(/C=C/c2nc(-c3ccccc3O)n(-c3ccccc3)n2)cc1	-27%	-7%	?	0%	-24%	-15%	?	-1%[12.7 µM]	0%
48	CCC1CCCCN1Cc1ccc(OC)c(C)c1C (stereo not given)	2%	2%	?	8%	-14%	-13%	-13%	25µM*	-25%
49	COC(=O)c1ccccc1NC(=O)NC1CCN(Cc2ccccc2)CC1	3%	0%	0%	1%	-1%	-19%	-15%	-21%[59 µM]	9%
50	Cc1[nH][nH]c(=O)c1C=NCc1cccnc1	-5%	-6%	-10%	10%	5%	-14%	-13%	-2%	31%

# (list continues)
No.	smiles	BLM inh	APEX1 inh	BAZ2B inh	POLB inh	Pol kappa inh	Pol eta inh	JMJD2A Tudor inh	G9a inh	POLI inh
51	CC(C)(C)C(=O)/C(=C\c1ccc([N+](=O)[O-])cc1)n1cncn1	1%	7%	8%	34%[activator]	/	/	/	?	/
52	COCC(=O)N(Cc1cc2cccc(C)c2[nH]c1=O)c1ccccc1	-2%	8%	-18%	-10%	-6%	-12%	-18%	-4%	40%[activator]
53	COc1ccc(S(=O)(=O)N2CCOC2CNC(=O)C(=O)NCCCN2CCOCC2)cc1OC (stereo not given)	/	/	/	/	-9%	-14%	-5%	/	6%
54	CCCOc1ccc(Oc2nc(NCC(C)C)nc(N3CCOCC3)n2)nn1	-9%	/	0%	1%	-7%	15%	-18%	2%[59 µM]	6%
55	Cc1c(NC(=O)CSc2nc3ccc(Cl)cc3[nH]2)c(=O)n(-c2ccccc2)n1C	-12%	-1%	?	31%	-19%	-11%	-12%	11µM*	6%

# Individual results from the entries so far:
# cpd 55 in POLI inh shows 6%
# cpd 52 in JMJD2A Tudor inh shows -18%

# Some of the entries so far, screen by screen:
54: CCCOc1ccc(Oc2nc(NCC(C)C)nc(N3CCOCC3)n2)nn1
55: Cc1c(NC(=O)CSc2nc3ccc(Cl)cc3[nH]2)c(=O)n(-c2ccccc2)n1C
Screen / compound no.,54,55
BLM inh,-9%,-12%
APEX1 inh,/,-1%
BAZ2B inh,0%,?
POLB inh,1%,31%
Pol kappa inh,-7%,-19%
Pol eta inh,15%,-11%
JMJD2A Tudor inh,-18%,-12%
G9a inh,2%[59 µM],11µM*
POLI inh,6%,6%

# Compound activity: PubChem, National Center for Advancing Translational Sciences (NCATS)
